12-hLO inh: inhibitors of human 12-lipoxygenase (ALOX12); purified 12-hLO, xylenol orange hydroperoxide absorbance; Potency, µM (series often up to 57.1 µM), for inactives: at the top dose activity change, negative = inhibition, hits mostly inhibitors; P18054; hit rate 0.12% among 150,000; note: potency is the fitted concentration of half-maximal effect; nearly all actives have a fitted effect of over 55% in size; many of its hits are not listed in these tables
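Purified human 12hLO (150 nM), preincubated 15 min with compound, then 40 uM arachidonic acid for 30 min, room temperature, Hepes pH 7.0 with 0.01% Triton X-100. Hydroperoxide detected by ferrous iron/xylenol orange; 573/405 nm absorbance ratio gives reaction progress.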
ALOX15B inhib: blocks human 15-lipoxygenase 2 activity; hit rate 0.56% among 110,000; O15296; AID 881; purified 15hLO-2, xylenol orange hydroperoxide absorbance; Potency, µM (highest dose often 57.1 µM), for inactives: at the highest dose activity change, negative = inhibition, hits mostly inhibitors; note: potency is the fitted concentration of half-maximal effect; nearly all actives have a fitted effect of over 60% in size; many of its hits are not listed in these tables
Target sequence (O15296 whole entry, looked up): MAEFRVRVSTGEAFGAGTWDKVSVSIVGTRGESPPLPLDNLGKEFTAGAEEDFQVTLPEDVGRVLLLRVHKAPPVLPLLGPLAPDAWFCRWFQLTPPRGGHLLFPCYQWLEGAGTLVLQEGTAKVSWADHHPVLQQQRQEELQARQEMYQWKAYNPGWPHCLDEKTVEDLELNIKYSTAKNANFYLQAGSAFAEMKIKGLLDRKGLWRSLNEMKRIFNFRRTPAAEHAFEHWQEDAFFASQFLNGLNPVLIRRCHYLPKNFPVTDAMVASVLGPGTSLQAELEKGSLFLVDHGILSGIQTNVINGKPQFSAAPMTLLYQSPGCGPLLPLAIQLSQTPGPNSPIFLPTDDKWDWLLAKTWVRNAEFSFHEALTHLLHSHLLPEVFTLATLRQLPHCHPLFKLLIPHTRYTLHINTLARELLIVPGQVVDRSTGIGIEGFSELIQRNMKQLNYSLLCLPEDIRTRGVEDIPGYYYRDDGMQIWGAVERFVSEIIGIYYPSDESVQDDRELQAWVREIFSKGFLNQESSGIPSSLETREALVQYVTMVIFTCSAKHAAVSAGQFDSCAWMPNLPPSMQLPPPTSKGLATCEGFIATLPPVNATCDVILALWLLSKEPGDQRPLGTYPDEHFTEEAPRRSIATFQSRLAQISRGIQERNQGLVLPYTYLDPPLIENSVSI
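Screening format was qHTS against 50 nM purified 15hLO-2 in Hepes pH 7.5 with detergent. Activity follows hydroperoxide formation from 45 uM arachidonic acid, measured as 573:405 nm absorbance ratio of the ferric-xylenol orange complex.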
IMPase inh: IMPase inhibition in cells; 120,000 tested, under 10 active; inhibition (IP1 accumulation), % at 46.1 µM; CHO-M1 cells, IP1 accumulation, HTRF TR-FRET ratio; P97697; active = well fitted curve in the direction sought with a large enough effect in the signal ratio, not every such curve was filed as active; inconclusive = small, poorly fitted or top-dose-only effect, or a change in a side signal; inactive = no such curve, though single readings can be large or run the other way; the % refers to the signal ratio;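 note: cells stimulated with carbachol in lithium chloride buffer; plate controls were DMSO basal wells for no effect and reference inhibitor wells for full effect; higher means more IMPase inhibition seen as more IP1 and lower FRET ratio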
Target sequence (P97697 whole entry, looked up): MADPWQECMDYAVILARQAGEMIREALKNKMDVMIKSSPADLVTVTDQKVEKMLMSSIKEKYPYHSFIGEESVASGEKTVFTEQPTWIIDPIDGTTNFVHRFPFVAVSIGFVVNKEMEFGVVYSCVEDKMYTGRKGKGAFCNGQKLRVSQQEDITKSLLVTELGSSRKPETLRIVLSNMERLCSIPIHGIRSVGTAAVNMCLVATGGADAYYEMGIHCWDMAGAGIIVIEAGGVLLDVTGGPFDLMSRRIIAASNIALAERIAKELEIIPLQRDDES
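In this qHTS, compounds (final up to 46 uM) act on CHO-M1 cells that are then activated through the M1 receptor with carbachol, in pH 7.4 buffer containing 50 mM LiCl, for 30 min. IP1 accumulation is quantified by the IP-One immunoassay.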
PNC inhibitor: perinucleolar compartment assembly inhibition; hit rate 3.1% among 140,000; PC3M PTB-GFP, PNC prevalence imaging, 16 h; active compounds read low; AID 2417; activity change (PNC), negative = inhibition, % at 10 µM;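 active = readout at or below -70, meaning at least 70% loss of cells showing the perinucleolar compartment, a nuclear body marking cancer cells; inconclusive = readout between -30 and a set limit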;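 note: plate controls were DMSO wells for no effect and camptothecin positive control wells for full effect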
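Read-out is percentage of cells bearing a perinucleolar compartment, from automated 20x imaging of fixed, Hoechst-stained PC3M PTB-GFP cells. Cells were seeded 4 h, then exposed 16 h to compound (23 nl of library stock) in duplicate plates.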
* hit, by the source's call; ? = inconclusive; . = not tested or not shown; [ ] = dose if it differs, or a comment. Unless noted, calls come from the whole dose curve; as a rule, active = well fitted curve in the direction sought with a large enough effect; inconclusive = small, poorly fitted or top-dose-only effect, or another doubt; inactive = no such curve, though single readings can be large; an effect the other way counts as inactive or inconclusive. Unless noted, % is set by controls: 0 for no effect and ±100 for the full control effect. Not all compounds are listed; count on the stated rates, not on these rows.

SMILES	12-hLO inh	ALOX15B inhib	IMPase inh	PNC inhibitor
Cc1ccc(C(c2sc3nc(C)nn3c2O)N2CCN(C(=O)c3ccco3)CC2)cc1 (stereo not given)	-2.9%	.	-15.5	-17.9
COc1cccc(C(=O)N/N=C/c2cn[nH]c2-c2ccc(OC)cc2OC)c1	0.9%	11.7%	-5.3	54.7
CCCCCCCCCCCCCCCCCC(=O)NCCc1ccc(O)c(O)c1	0.6%	-0.9%	.	.
CCCOc1ccc(OCCOCCNCc2ccccc2)cc1	3.5%	.	.	-8.7
CCOc1ccccc1NC(=O)CSc1ncnc2c1oc1ccccc12	-5.3%	-16.6%	12.8	-1.9
CCN(CC)CCCCn1c(-c2ccccc2)nc2c(NCCOC)nc(C)nc21	0.2%	5.9%	.	.
CCOc1c(C(N)=O)cc([N+](=O)[O-])cc1[N+](=O)[O-]	-1.7%	.	.	?
Cc1ccccc1NS(=O)(=O)c1cc(S(C)(=O)=O)ccc1Cl	-1.2%	1.1%	6.3	16.5
COC(=O)[C@@]1(Cc2ccc(OC)cc2)[C@H]2c3cc(C(=O)N(C)C)n(Cc4ccc(S(C)(=O)=O)cc4)c3C[C@H]2CN1C(=O)c1ccccc1	-6.0%	-2.7%	.	.
CCC1=C(OC(=O)N(CC)CC)N2C(=O)OC(=NCCc3c[nH]c4ccccc34)[C@]2(Cc2ccccc2)[C@H]2C1=CC[C@H]1C(=O)NC(=O)[C@H]12	-3.5%	-2.3%	.	.
CSc1ccccc1NC(=O)CN(C)Cc1ccc(Br)cc1	-0.4%	.	10.9	?
CC(C(=O)NCc1cccs1)n1cccc1 (stereo not given)	-1.6%	2.9%	8.0	23.6
Cc1cc(Br)c2c(c1)=C(c1sc(N3CCCCCC3)nc1O)C(=O)N=2	-3.1%	-10.7%[11.4 µM]	?	4.1
Fc1cccc(CSc2nc3ncccc3[nH]2)c1	-4.6%	-9.2%	7.6	25.0
Cc1nc(SCC(=O)NC(=O)NCc2ccccc2)nc(C)c1C	5.3%	-6.1%	0.6	4.6
COCCN1Cc2cccc(C(=O)NCc3ccccn3)c2C1=O	4.3%	1.4%	-1.3	6.9
COc1ccccc1/C=C\C(=O)O	0.2%	-6.5%	.	.
O=C(Nc1ncc(Cc2ccccc2)s1)c1cccs1	-15.6%	32.0%[activator]	3.8	?
O=[N+]([O-])c1nn(-c2ccccc2)n(O)c1=NCCc1ccccc1	-2.1%	.	.	3.0
O=C(C1CCN(C2CC(=O)N(c3cccc(Cl)c3)C2=O)CC1)N1CCCCCC1 (stereo not given)	-2.1%	-7.5%	0.4	-24.5
CC(C)CN1CN(Cc2ccco2)CNC1=S	0.2%	.	7.6	-7.2
O=C(Nc1ccccc1)c1ccc2c(c1)OCO2	3.7%	1.4%	-2.2	16.1
CCOc1ccc(N=c2scc(-c3ccc(OC)cc3)n2CCO)cc1	-2.4%	.	5.9[0.0738 µM]	?
CCOC(=O)c1ccc(NC(=S)N2CCSC2c2ccc(OC)cc2)cc1 (stereo not given)	-26.3%	.	.	24.1

Some values from above.
Value of O=[N+]([O-])c1nn(-c2ccccc2)n(O)c1=NCCc1ccccc1 under 12-hLO inh: -2.1%
Value of CC(C)CN1CN(Cc2ccco2)CNC1=S under IMPase inh: 7.6
Value of O=C(Nc1ncc(Cc2ccccc2)s1)c1cccs1 under IMPase inh: 3.8
Value of O=C(C1CCN(C2CC(=O)N(c3cccc(Cl)c3)C2=O)CC1)N1CCCCCC1 (stereo not given) under PNC inhibitor: -24.5
Value of Fc1cccc(CSc2nc3ncccc3[nH]2)c1 under IMPase inh: 7.6
Value of Cc1cc(Br)c2c(c1)=C(c1sc(N3CCCCCC3)nc1O)C(=O)N=2 under ALOX15B inhib: -10.7%[11.4 µM]
Value of Cc1nc(SCC(=O)NC(=O)NCc2ccccc2)nc(C)c1C under 12-hLO inh: 5.3%

Following part
SMILES	12-hLO inh	ALOX15B inhib	IMPase inh	PNC inhibitor
Cc1cc(CNC(=O)[C@@H]2C[C@H]2[C@@H](NP(=O)(c2ccccc2)c2ccccc2)c2ccccc2)nn1C	-4.0%	11.5%	.	.
C[N+](C)(C)[C@@H](C1=CCCC1=O)c1ccccc1	2.0%[11.4 µM]	-12.3%[11.4 µM]	.	.
O=C(/C=C(\O)c1ccccc1)c1ccccc1O	5.7%	-5.0%	.	.
CCc1ccc(CNC(=O)CN2C(=O)COc3ccccc32)cc1	29.6%	1.7%	-1.4	?
CCCCCn1c(N)c(-c2nc3ccccc3s2)c2c([N+](=O)[O-])nn(C)c(=O)c21	-13.6%	-11.0%	-0.1	-27.5
Nc1nc(CSc2n[nH]c(-c3ccccc3)n2)nc(Nc2ccccc2)n1	-10.9%	18.9%	6.1	-4.7
O=C(Cn1cc([N+](=O)[O-])cn1)NCc1cc2ccccc2[nH]1	-0.3%	.	.	-13.4
CCOC1CS(=O)(=O)CC1OCC (stereo not given)	5.2%	7.2%	2.3	44.9
Cc1nn(-c2ccccc2)c2nc(-c3ccncc3)cc(C(=O)NCc3ccco3)c12	-11.6%	21.9%	0.7	4.5
NC1CCCCC1N=Cc1c(O)n(CCc2ccc(F)cc2)c(=O)[nH]c1=O (stereo not given)	-23.2%	2.9%	1.4	?
CCN(CC)C(=O)c1c2c(nc3ccccc13)-c1ccccc1CC2	0.3%	2.6%	19.0	24.5
CC1CN(C(=O)c2c(Br)cnn2C)CC(C)O1 (stereo not given)	1.5%	.	.	-1.9
O=C(COc1ccc(Cl)cc1Cl)N/N=C/CCc1ccccc1	-13.5%	4.6%	8.6	77.5
C=CCn1c(NC(=O)c2ccco2)c(S(=O)(=O)c2ccccc2)c2nc3ccccc3nc21	-6.1%	-13.4%	-24.1	?
Cc1cc(-c2ccc(/C=N/n3cnnc3)o2)ccc1Cl	-4.8%	.	.	?
CC1CCCC(NC(=O)COC(=O)Cc2ccsc2)C1C (stereo not given)	-1.8%	-6.9%	-5.5	-19.2
O=[N+]([O-])c1ccc(Oc2ccc(F)cc2)c2ccncc12	-4.8%	-2.8%	16.1	-29.4
COc1cccc(N(C(=O)c2ccco2)c2nc(-c3sc(NC(=O)c4ccco4)nc3C)cs2)c1	0.1%	9.7%	0.3	59.2
COC(=O)c1cc(NC(=O)Nc2ccccc2OC)cc(C(=O)OC)c1	-7.1%	7.0%	-2.5	-9.6
CCC(Sc1ncnc2sc(C)c(C)c12)C(=O)OC (stereo not given)	-2.3%	-13.8%	-14.7	-15.3
CCC(c1nnnn1C(C)(C)C)N(Cc1ccco1)Cc1cc2cccc(C)c2[nH]c1=O (stereo not given)	-12.2%	22.2%	2.6	46.4
O=C1CN(C(=O)c2cc([N+](=O)[O-])ccc2Cl)C(c2ccccc2)c2cc(F)ccc2N1 (stereo not given)	-4.6%	.	?	0.7
Clc1ccc2[nH]cc(-c3nnnn3-c3ccccc3)c2c1	-9.3%	-2.3%	-11.0	30.6
O=C(COC(=O)C(O)c1ccccc1)NC12CC3CC(CC(C3)C1)C2 (stereo not given)	-2.0%	5.6%	5.9	11.4

Profiles, looked up by structure.
`O=C(COc1ccc(Cl)cc1Cl)N/N=C/CCc1ccccc1` in the list: 12-hLO inh: -13.5%; ALOX15B inhib: 4.6%; IMPase inh: 8.6; PNC inhibitor: 77.5
`COc1cccc(N(C(=O)c2ccco2)c2nc(-c3sc(NC(=O)c4ccco4)nc3C)cs2)c1` in the list: 12-hLO inh: 0.1%; ALOX15B inhib: 9.7%; IMPase inh: 0.3; PNC inhibitor: 59.2

The results go on.
SMILES	12-hLO inh	ALOX15B inhib	IMPase inh	PNC inhibitor
O=C1OCc2cc(NC(=O)C3COc4ccccc4O3)ccc21 (stereo not given)	-1.0%	.	.	3.5
CC(=O)NCc1cccc(CNC(C)=O)n1	-3.4%	1.4%	-1.9	4.5
CCc1cccc(Oc2nn[nH]n2)c1	-0.2%	-10.2%	-3.5	60.6
Cc1ccc(Sc2c(C(=O)Nc3ccc(F)cc3F)c(C(F)(F)F)nn2C)cc1	-1.9%	.	11.8	10.9
Cc1ccc(S(=O)(=O)N(C)CC(=O)OCC(=O)c2c(N)n(C)c(=O)n(C)c2=O)cc1	2.3%	.	-6.8	?
C=CC12C=CC=CN1C(C(=O)OC)=C(C(=O)OC)C(C(=O)OC)=C2C(=O)OC (stereo not given)	5.2%	.	.	5.6
CCn1c(C2CC(=O)N(Cc3ccccc3)C2)nc2ccccc21 (stereo not given)	-1.5%	-1.8%	4.1	44.4
Cc1cc(C)nc(NC(=O)CSc2ccccn2)n1	1.0%	.	?	-11.3
COCc1cc(C2C(C(=O)c3ccco3)=C(O)C(=O)N2CCOCCO)ccc1O (stereo not given)	-4.2%	-9.4%	-16.5	25.0
O=C(N/N=C/c1c(Cl)cccc1Cl)c1n[nH]c2c1CCCC2	-1.1%	.	.	-2.3
CCOc1ccc(NC2c3ccccc3C(=O)N2Cc2ccco2)cc1 (stereo not given)	-8.6%	.	13.6	-7.6
CN1C(=O)C(O)(CC(=O)/C=C/C=C/c2ccccc2)c2ccccc21 (stereo not given)	0.7%	.	.	44.4
O=C(CSc1ncc(-c2ccccc2)n1-c1ccccc1)NCc1ccco1	4.9%	3.7%	-3.3	40.9
Cc1c(NC(=O)OCc2ccccc2)c(=O)n(-c2ccccc2)n1C	-4.0%	5.4%	-3.9	21.5
COCCN(CCOC)C(=O)c1cc2c(=O)n3ccccc3nc2s1	-7.8%	-1.6%	?	-17.9
CCc1ccc(OC)c(S(=O)(=O)Nc2ccccc2C)c1	-4.6%	-0.3%	2.0	?
NCCNS(=O)(=O)c1ccc(N)cc1	5.5%[11.4 µM]	-2.1%[11.4 µM]	.	.
COc1cc(Cl)cc2c1Sc1ccccc1/C2=C/CCN(C)C	14.6%	.	20.2	-6.2
CCOC(=O)CSc1nnc(-c2ccncc2)o1	4.5%	.	-3.6	150.0
Cc1ccc(C(=O)CC2(O)C(=O)N(Cc3ccc4c(c3)OCO4)c3ccccc32)cc1 (stereo not given)	-28.2%	-11.4%	15.2	-5.1
Cc1occc1-c1nnc(SCC(=O)c2ccc(F)cc2)n1Cc1ccco1	-17.0%	-20.0%	10.7	36.6
Cc1ccc(N(CC(=O)N2CCc3ccccc32)C2=NC(=O)CS2)cc1	5.6%	-5.8%	4.6	-13.9
COc1cccc(CNS(=O)(=O)/C=C/c2ccc3c(c2)OCO3)c1	-2.5%	-2.3%	5.3	6.9
Cc1ccc(-c2nnc(Oc3cccc(C)c3)c3ccccc23)cc1	1.2%	.	-0.3	?
CCN(CC)S(=O)(=O)c1ccc(S(=O)(=O)N2CCN(CCC#N)CC2)cc1	3.9%	3.7%	19.3	16.4
C=CCNCCOCCOc1ccc(Cl)cc1C(C)(C)C	-7.6%	.	.	-9.5
O=c1c2cn[nH]c2[nH]c(=S)n1-c1cccc2ccccc12	-1.7%	.	.	-113.4*
CC(C)(C)C(=O)Nc1ccc(S(=O)(=O)c2ccc(NC(=O)C(C)(C)C)cc2)cc1	-2.1%	8.1%	-8.5	17.0
O=C(COC(=O)C1CC2C=CC1C2)Nc1cccc(S(=O)(=O)N2CCCCC2)c1 (stereo not given)	4.1%	.	-1.6	25.7
Cc1ccc(-c2nn(-c3cc(Cl)ccc3[N+](=O)[O-])c(=O)c3ccccc23)cc1	-3.9%	-10.7%	4.2	-19.1
COC(=O)[C@H](Cc1ccccc1)NC(=O)[C@@H](N)CC(=O)O	-5.0%	6.7%	.	.
c1ccn2c(SCc3ccc4c(c3)OCCO4)nnc2c1	-1.5%	-4.9%	-2.1	-1.6
Cc1ccc(C(=O)c2cc([N+](=O)[O-])ccc2N2CCOCC2)c(C)c1	-4.0%	-3.0%	2.4	20.9
CC(C)NC(=O)c1ccccc1NC(=O)CN(c1ccc2c(c1)OCO2)S(C)(=O)=O	-0.1%	-5.1%	11.7	-20.7
Cc1c(C(=O)Nc2ccc(Oc3ccccc3)cc2)sc2nc3n(c(=O)c12)CCC3	-6.3%	5.6%	3.3	6.0
COCCNc1nnc(SCC(=O)Nc2sc3c(c2C(=O)c2ccccc2)CCCC3)s1	-7.3%	.	20.0	6.8
CCOC(=O)CSC1=C(C#N)C(c2ccccc2OC)CC(=O)N1 (stereo not given)	4.5%	4.6%	-2.5	?
